Screens as filed in PubChem.
RNase H inhibition – RNase H inhibition, HIV 1 Gag Pol polyprotein, FRET biochemical assay, screening (AID 372); HIV-1 RT RNase H, FRET RNA/DNA substrate fluorescence; higher % means a stronger effect; 100,000 compounds, 0.77% hits; inhibition, % at 10 µM, or IC50 in µM where a hit was titrated; in the data active means inhibition above about 50%
* marks the source's active call; other numbers are inactive results. Only part of the results is shown, so the mix of outcomes need not match the whole.

SMILES | RNase H inhibition
CC(=O)c1ccc(NC(=O)Cn2nc(C(F)(F)F)c(Cl)c2C)cc1 | 0.0%
Cc1ccc2oc(-c3ccc(NC(=O)COc4ccc(Br)cc4)cc3)nc2c1 | 59.0%*
O=C1NC(=S)N(c2ccccc2)C(=O)/C1=C/c1ccc(Br)cc1 | 4.0%
CC1(C)CC(=O)C(C=Nc2cccnc2)=C(O)C1 | 6.0%
Cc1cc(C)c[n+](CC(=O)c2cc3ccccc3oc2=O)c1 | 14.0%
C=CCN1C(=O)/C(=C/c2ccccc2OCCOc2ccc(OC)cc2)SC1=S | 18.0%
O=C(O)c1cc(N2C(=O)C3C4c5ccccc5C(c5ccccc54)C3C2=O)ccc1Cl (stereo not drawn) | 13.0%
CC(=O)N(C1=C(Cl)C(=O)c2ccccc2C1=O)C1CCCCC1 | 4.0%
CN(C)c1ccc(/C=N/NC(=O)c2cccc(F)c2)cc1 | 7.0%
O=C(O)CCC(=O)N1N=C(c2c(-c3ccccc3)c3cc(Cl)ccc3[nH]c2=O)CC1c1ccc([N+](=O)[O-])cc1 (stereo not drawn) | 18.0%
CCOc1cc(OCC)cc(C(=O)Nc2cc3nn(-c4ccc(OC)cc4)nc3cc2C)c1 | 2.0%
CCOC(=O)C1=C(C)N=c2s/c(=C\c3ccccc3OC)c(=O)n2C1c1cccc(OC)c1OC (stereo not drawn) | 5.0%
O=C(Nc1ccc(Cl)c(-c2nc3ccccc3s2)c1)c1cccc([N+](=O)[O-])c1 | 14.0%
O=c1/c(=C/c2ccc(-c3ccc(F)cc3)o2)sc2nc3ccccc3n12 | 17.0%
Cc1ccc(S(=O)(=O)N(CC(=O)NC2CC3CCC2C3)c2ccc(C(C)C)cc2)cc1 (stereo not drawn) | 18.0%
O=C(Nc1ccccc1Cl)ON=C(c1ccc(Cl)cc1)c1ccc(Cl)cc1 | 29.0%
O=C1CSC(c2ccccc2)N1/N=C/c1ccccc1 (stereo not drawn) | 25.0%
COC(=O)c1cc(C(=O)Nc2ccc(C(C)=O)cc2)cc([N+](=O)[O-])c1 | 2.0%
CCCOc1cccc(C(=O)Nc2cc(C(=O)OC)cc(C(=O)OC)c2)c1 | 9.0%
NC(=O)c1ccccc1N=Cc1cccc(Cl)c1 | 0.0%
O=[N+]([O-])c1ccc(N=Cc2c[nH]c3ccccc23)cc1 | 12.0%
COc1ccc(/C(N)=N/OC(=O)c2cccc(I)c2)cc1OC | 0.0%
COC(=O)CN(c1ccc(C)cc1)S(=O)(=O)c1ccc(SC)cc1 | 0.0%
CCCCCC/C(C)=C(\C#N)C(=O)OCC | 5.0%
O=C(Nc1ccccc1)c1ccccc1C(=O)N1CCCCC1 | 5.0%

Given as labelled records: part of the list above
CN(C)c1ccc(/C=N/NC(=O)c2cccc(F)c2)cc1
  RNase H inhibition: 7.0%

Cc1ccc2oc(-c3ccc(NC(=O)COc4ccc(Br)cc4)cc3)nc2c1
  RNase H inhibition: 59.0%*

O=C1NC(=S)N(c2ccccc2)C(=O)/C1=C/c1ccc(Br)cc1
  RNase H inhibition: 4.0%

CC1(C)CC(=O)C(C=Nc2cccnc2)=C(O)C1
  RNase H inhibition: 6.0%

Filtered by structure: those above containing four or more nitrogen atoms
SMILES | RNase H inhibition
O=C(O)CCC(=O)N1N=C(c2c(-c3ccccc3)c3cc(Cl)ccc3[nH]c2=O)CC1c1ccc([N+](=O)[O-])cc1 (stereo not drawn) | 18.0%
CCOc1cc(OCC)cc(C(=O)Nc2cc3nn(-c4ccc(OC)cc4)nc3cc2C)c1 | 2.0%

More compounds:
SMILES | RNase H inhibition
O=C1NC(=S)N/C1=C/c1ccc2ccccc2c1 | 5.0%
COc1ccc(NC(=O)C(=O)NCc2cccnc2)cc1 | 7.0%
CCOc1cccc(C=C2C(=O)N(C)C(=O)N(C)C2=O)c1OC | 4.0%
Cc1ccc(C(=O)Nc2cc(-c3nc4ccccc4s3)ccc2Cl)cc1C | 14.0%
C/C(=N/NC(=O)CC1=NNC(=O)C1)c1ccc(Br)cc1 | 0.0%
Cc1c(NC(=S)NC(=O)c2cccc(Br)c2)cccc1-c1nc2ccccc2o1 | 16.0%
O=C(/C=C\c1ccccc1)Nc1ccc2c3c(cccc13)CC2 | 15.0%
CCOC(=O)c1cnn(-c2ncnc3sc(CC)cc23)c1N | 8.0%
Cc1cc(C)cc(-n2c(O)c(/C=C3\C=Nc4ccccc43)c(=O)[nH]c2=O)c1 | 15.0%
O=C(O)CCCNC(=O)/C(=C\c1ccc(Cl)cc1)NC(=O)c1ccccc1 | 5.0%
OC(C#CCN1CCCCC1)(c1ccccc1)c1ccccc1 | 7.0%
O=C(c1cc(N2CCCCC2)c(F)cc1[N+](=O)[O-])N1CCCCC1 | 8.0%
Fc1ccccc1-c1nnc2ccc3ccccc3n12 | 0.0%
O=C(NNc1cccc(F)c1)C(O)(c1ccccc1)c1ccccc1 | 25.0%
O=[N+]([O-])c1cccc(NS(=O)(=O)c2cc(Cl)ccc2Cl)c1 | 6.0%
CCOC(=O)c1c(-c2ccc(Cl)cc2)csc1NC(=O)COc1ccc(F)cc1 | 2.0%
CCSc1nc(Cc2ccccc2)nc2c1C1(CCCCC1)Cc1ccccc1-2 | 15.0%
COc1cccc(OCCOc2ccc(F)cc2)c1 | 21.0%
Cc1cc(Cl)ccc1OCC(=O)NNC(=O)Cc1ccc(Cl)cc1 | 7.0%
CCOc1ccccc1NC(=O)C(=O)NCc1ccc(OC)cc1 | 47.0%
CCOc1ccc2nc(SCC(=O)Nc3ccc(Br)cc3C(F)(F)F)sc2c1 | 3.0%
Cc1ccc([N+](=O)[O-])cc1N/C=C1\CCCCC1=O | 3.0%
COc1ccc(Nc2nc(NCc3ccco3)nc(N/N=C/c3cc(Br)c(O)c(Br)c3)n2)cc1 | 22.0%
COc1ccc(/C=C2/C(=O)NC(=O)N(c3cccc(C)c3C)C2=O)cc1Cl | 13.0%
c1ccc(-c2[nH]nc(-c3cccnc3)c2-c2nc3ccccc3[nH]2)cc1 | 10.0%
Continuation:
SMILES | RNase H inhibition
CCc1cc2c(cc1/C(C)=N/O)C(C)(C)CCC2(C)C | 0.0%
O=C(c1ccco1)N1CCN(Cc2ccccc2Cl)CC1 | 21.0%
CN1CCN(C(=O)c2nn3c(C(F)(F)F)cc(-c4ccc(Cl)cc4)nc3c2Cl)CC1 | 2.0%
CCOc1ccc2ccccc2c1/C=C(/C#N)C(=O)N1CCN(c2ccccc2)CC1 | 17.0%
O=S(=O)(Nc1ccnc2ccccc12)c1ccccc1 | 0.0%
Cc1ccc(C(O)c2nc3ccccc3n2C)cc1 (stereo not drawn) | 4.0%
CCc1cc(C)cc(OCCOc2cccc(C=C3C(=O)NC(=S)NC3=O)c2)c1 | 14.0%
CCC(=O)Nc1cccc(-c2nnc(SCC(=O)c3ccccc3)n2C)c1 | 5.0%
COc1ccc(C(=O)NNC(=O)c2ccc(Oc3ccc(C(=O)NNC(=O)c4ccc(OC)cc4)cc3)cc2)cc1 | 39.0%
O=C(NNC(=O)c1ccccc1F)c1ccc([N+](=O)[O-])cc1 | 0.0%
O=C(NC(=S)Nc1ccc(Cl)cc1)c1ccco1 | 8.0%
CC(C)Oc1cccc(-c2cc(C(=O)O)c3ccccc3n2)c1 | 7.0%
Cc1ccccc1-n1c(O)c(C=NCCCO)c(=O)[nH]c1=O | 7.0%
CCN1CCCC1CNC(=O)c1cc(OC)c(OC)c(OC)c1 (stereo not drawn) | 8.0%
O=C(Nc1ccc(F)cc1)Nc1ccc(Cl)c(Cl)c1 | 6.0%
Cc1cccc(-n2c(O)c(C=Nc3ccccc3N)c(=O)[nH]c2=O)c1 | 3.0%
Cc1ccc(N2C(=O)CC(N3CCC(C)CC3)C2=O)cc1 (stereo not drawn) | 0.0%
COc1ccc(C(=O)Nc2cc([N+](=O)[O-])ccc2C)cc1OC | 18.0%
Cc1ccc(NC(=O)C(c2ccccc2)c2ccccc2)cc1NC(=O)C(c1ccccc1)c1ccccc1 | 12.0%
Cc1cc(C(=O)N/N=C/C=C/c2ccccc2)n[nH]1 | 15.0%
Nc1c(C(=O)NCc2cccnc2)sc(=S)n1-c1ccccc1 | 25.0%
COc1ccc(N2C(=O)CC(N(CCc3ccccc3)C(=S)Nc3ccc(F)cc3)C2=O)cc1 (stereo not drawn) | 4.0%
CC(C)(C)c1ccc(S(=O)(=O)N2CCN(c3ccccc3)CC2)cc1 | 6.0%
N#C/C(=C\c1cccs1)C(=O)Nc1ccc(F)cc1 | 2.0%
COc1cc(C2NC(=O)NC(C)=C2C(=O)OCc2ccc3c(c2)OCO3)cc(OC)c1OC (stereo not drawn) | 9.0%

Shown comma-delimited: entries from further up.
mol,RNase H inhibition
O=C(Nc1ccccc1)c1ccccc1C(=O)N1CCCCC1,5.0%
O=C1NC(=S)N/C1=C/c1ccc2ccccc2c1,5.0%

Laid out differently: five of the compounds above.
structure,RNase H inhibition
CC1(C)CC(=O)C(C=Nc2cccnc2)=C(O)C1,6.0%
Cc1cc(C)c[n+](CC(=O)c2cc3ccccc3oc2=O)c1,14.0%
C=CCN1C(=O)/C(=C/c2ccccc2OCCOc2ccc(OC)cc2)SC1=S,18.0%
O=C(O)c1cc(N2C(=O)C3C4c5ccccc5C(c5ccccc54)C3C2=O)ccc1Cl (stereo not drawn),13.0%
CC(=O)N(C1=C(Cl)C(=O)c2ccccc2C1=O)C1CCCCC1,4.0%

(list continues)
SMILES | RNase H inhibition
O=C(N/N=C/c1ccccc1)C(=O)Nc1cccc(Br)c1 | 5.0%
CCOc1ccc(C(=O)COC(=O)c2ccccc2Br)cc1 | 1.0%
O=C(Nc1ccccc1)OCCOc1ccc(Cl)cc1Cl | 23.0%
CC1CN(c2ccc(C(F)(F)F)cc2[N+](=O)[O-])CCN1S(C)(=O)=O (stereo not drawn) | 0.0%
COc1ccc(N=C(Sc2nc3ccccc3s2)c2ccc([N+](=O)[O-])cc2[N+](=O)[O-])cc1 | 5.0%
CCc1ccccc1N(CC(=O)Nc1cccc2ccccc12)S(=O)(=O)c1ccccc1 | 8.0%
COc1ccc(C=C2C(=O)NC(=O)NC2=O)cc1OCc1cccc2ccccc12 | 20.0%
COc1ccc(OCCCN2CCCCC2)cc1 | 6.0%
O=C(/C=C/c1ccc(Cl)cc1)Nc1ccc(-c2nc3ccccc3s2)c(O)c1 | 33.0%
O=C(/C=C/c1cccc([N+](=O)[O-])c1)Nc1cccnc1 | 6.0%
CC(C)c1ccccc1NC(=O)c1ccncc1 | 13.0%
CC(=O)Nc1ccc(S(=O)(=O)N(c2cccnc2)S(=O)(=O)c2ccc(NC(C)=O)cc2)cc1 | 0.0%
CCOC(=O)C1=C(C)NC(=O)NC1c1cccc(OC)c1O (stereo not drawn) | 0.0%
CCS(=O)(=O)CCSc1nsc(SCCS(=O)(=O)CC)c1C#N | 0.0%
COc1ccc(N2C(=O)CC(Sc3nccc(C)n3)C2=O)cc1 (stereo not drawn) | 0.0%
COc1ccc(S(=O)(=O)N(CC(=O)N/N=C/c2ccc([N+](=O)[O-])cc2)Cc2ccccc2)cc1OC | 6.0%
O=C(O)C1CC=CCC1C(=O)Nc1cccc(F)c1 (stereo not drawn) | 18.0%
CC(C)CC1(C)NC(=S)N(c2ccccc2)N1 (stereo not drawn) | 5.0%
COc1ccc(COC(=O)C2=C(C)NC3=C(C(=O)CCC3)C2c2cc3c(cc2Cl)OCO3)cc1 (stereo not drawn) | 17.0%
O=C(O)c1cc(Br)ccc1N=Cc1ccc2c(c1)OCO2 | 8.0%
CCC(C(=O)Nc1cc(Cl)cc(Cl)c1)c1ccccc1 (stereo not drawn) | 6.0%
O=C(O)C1C2C=CC(C3CC23)C1C(=O)Nc1cccc(Br)c1 (stereo not drawn) | 0.0%
CCOC(=O)c1ccc(N2C(=O)CC(N3CCN(c4ccccc4Cl)CC3)C2=O)cc1 (stereo not drawn) | 0.0%
O=C(/C=C/c1ccccc1)NC(=S)Nc1cccc(NC(=O)c2ccco2)c1 | 4.0%
O=C1c2ccccc2NC(c2c(Cl)cccc2Cl)N1Cc1ccco1 (stereo not drawn) | 8.0%
(list continues)
SMILES | RNase H inhibition
Oc1ccc(/C=N/N=C/c2ccc(O)c(O)c2)cc1O | 69.0%*
CCCCOc1ccc(N2C(=O)C3C4c5ccccc5C(CO)(c5ccccc54)C3C2=O)cc1 (stereo not drawn) | 18.0%
O=C(CCc1ccccc1)Nc1ncc(S(=O)(=O)c2ccc([N+](=O)[O-])cc2)s1 | 0.0%
CC(C)(C)c1ccc(/C=C/C(=O)Nc2ccccc2C(N)=O)cc1 | 11.0%
O=C(NC(=S)Nc1ccc(F)cc1)c1cccc(Br)c1 | 8.0%
CCCCOc1ccc(NC(=O)c2ccncc2)cc1 | 4.0%
O=C(c1ccccc1)c1ccc(C(=O)N2CCOCC2)cc1 | 0.0%
CSc1nc2c(c(=O)n1CCc1ccccc1)C1(CCCC1)Cc1ccccc1-2 | 0.0%
N/C(=N\OC(=O)c1ccc(Cl)cc1)c1ccc(Br)cc1 | 0.0%
C(=C\c1ccccc1)/C=N/Nc1nc(N2CCCCC2)nc(N2CCCCC2)n1 | 16.0%
O=C(NCc1ccccc1)c1nn2c(c1Cl)NC(c1ccc(Cl)cc1)CC2C(F)(F)F (stereo not drawn) | 12.0%
COc1ccc(-c2nnc(-c3ccc(C)cc3)o2)cc1 | 9.0%
CCCc1ccc(Oc2c(C)oc3c(C)c(OCC(=O)OC)ccc3c2=O)cc1 | 4.0%
CN1C(=O)C(=Cc2ccc(-c3ccc(Cl)c(Cl)c3)o2)C(=O)N(C)C1=O | 10.0%
COc1ccc(COC(=O)C2=C(C)NC3=C(C(=O)CC(C)(C)C3)C2c2coc3ccc(Cl)cc3c2=O)cc1 (stereo not drawn) | 5.0%
C(=N\n1cnnc1)/c1ccc(OC2CSC2)cc1 | 12.0%
COc1ccc(COC(=O)C2=C(C)NC3=C(C(=O)CC(C)(C)C3)C2c2ccc([N+](=O)[O-])cc2)cc1 (stereo not drawn) | 6.0%
COc1ccccc1NC(=S)NC(=O)c1ccc(C)c(C)c1 | 9.0%
Cc1[nH]n(-c2ccccc2)c(=O)c1/C=N/NC(=O)/C(=C/c1ccccc1)NC(=O)c1ccccc1 | 1.0%
